Screens from PubChem.
MsrA inhibitor – bovine MsrA enzyme inhibitors, primary screen, biochemical, absorbance, HTS | Methionine sulfoxide reductase A (Bos taurus) | purified bovine MsrA, absorbance read-out | inhibition, % at 15.5 µM | 360,000 compounds, 0.75% hits | AID 651718, 2012; in the data active means inhibition above about 4.5%;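 further: 0% = vehicle wells with enzyme and 100% = reference inhibitor wells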
DNMT1 inh – human DNMT1 methyltransferase inhibitors, primary screen, biochemical, molecular beacon, fluorescence, HinP1I cleavage, uHTS; 360,000 compounds, 0.83% hits; DNA (cytosine-5)-methyltransferase 1 (Homo sapiens), P26358; inhibition (reported as % activation of signal), % at 10 µM; in the data active means inhibition above about 50%
TbMetRS inhib – T. brucei MetRS inhibitors, primary screen, biochemical, luminescence. methionyl-tRNA synthetase (Trypanosoma brucei brucei). purified T. brucei MetRS, ATP depletion, Kinase-Glo luminescence. inhibition, % at 11.9 µM. 360,000 compounds, 0.4% hits. AID 624268, 2012;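 active means inhibition above a per-plate cutoff of the control wells' mean inhibition plus 3 SD, cut at about 5.5% in these data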;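 further: 0% = DMSO wells median and 100% = median of wells with control inhibitor compound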
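Assay system: T. brucei methionyl-tRNA synthetase, purified | Medium: HEPES buffer with MgCl2, KCl, DTT, spermine, BSA, pyrophosphatase | Compound: 11.9 µM single point | Incubation: 15 min enzyme-compound preincubation, 2 h reaction, 10 min detection, 25 °C | Measured by: Kinase-Glo luciferase luminescence reporting remaining unconsumed ATP | Measure: % inhibition normalized to control-well medians | Replication: Singlicate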
CendR NRP1 mod – modulators of CendR peptide binding to NRP-1, primary screen, biochemical, fluorescence polarization, uHTS | AID 602438, 2012 | FAM-RPARPAR peptide binding to NRP-1 | Neuropilin-1 (Homo sapiens), O14786 | inhibition, % at 25 µM | 360,000 compounds, 0.85% hits;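 active means inhibition or corrected inhibition above about 18%, plus a signal ratio from 0.5 to 1.5, limit read from the data, passing the limit was not always enough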; further: strong numbers were not always called active
SUMO1 PPI mod – modulators of SUMO1 protein-protein interactions, primary screen, biochemical, uHTS | inhibition, % at 20 µM | Small ubiquitin-related modifier 1 (Homo sapiens), P63165 | SUMO1 binding to a labelled peptide, TR-FRET, 1 h | 360,000 compounds, 0.33% hits; in the data active means inhibition above about 37%
Target sequence (P63165 whole entry, looked up): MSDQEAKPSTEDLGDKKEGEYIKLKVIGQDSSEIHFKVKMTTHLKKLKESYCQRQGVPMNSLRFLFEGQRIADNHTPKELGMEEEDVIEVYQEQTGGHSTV
MsrA act – bovine MsrA enzyme activators, primary screen, biochemical, absorbance, HTS | activation, % at 10.6 µM | purified bovine MsrA, absorbance read-out | 360,000 compounds, 0.3% hits | Methionine sulfoxide reductase A (Bos taurus); in the data active means activation above about 7.5%;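 further: 0% = vehicle and 100% = reference activator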
Scp1 inh – Scp-1 phosphatase inhibitors, primary screen, biochemical, colorimetric, uHTS | 340,000 compounds, 0.88% hits | inhibition, % at 20 µM | AID 493091, 2011 | Carboxy-terminal domain RNA polymerase II polypeptide A small phosphatase 1 (Homo … | Recombinant Scp1, phosphopeptide, malachite green phosphate absorbance;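 active means inhibition above about 50% at 20 µM, limit read from the data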;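 further: plate controls were DMSO wells with enzyme for no effect and wells lacking enzyme for full effect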
Target sequence (Q9GZU7 76-261 limits assumed): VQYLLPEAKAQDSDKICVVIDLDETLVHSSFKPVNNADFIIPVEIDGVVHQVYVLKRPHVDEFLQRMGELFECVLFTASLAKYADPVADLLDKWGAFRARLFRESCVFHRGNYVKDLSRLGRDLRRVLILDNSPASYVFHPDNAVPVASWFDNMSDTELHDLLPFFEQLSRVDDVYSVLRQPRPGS
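Test system: SCP-1 phosphatase catalytic domain, residues 76-261 | Compound dosing: One concentration, 20 µM, with 1.0% DMSO | Schedule: 45 min room-temperature reaction, 5 min colour, 30 min stabiliser | Detection: Absorbance at 630 nm | Read-out basis: % inhibition of SCP-1 phosphate liberation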
LMPTP block – LMPTP phosphatase inhibitors, primary screen, biochemical, fluorescence intensity, uHTS. Low molecular weight phosphotyrosine protein phosphatase (Homo sapiens), P24666. 360,000 compounds, 0.22% hits. recombinant LMPTP-A, OMFP fluorogenic substrate. inhibition, % at 20 µM;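 active means compounds that cut the enzyme signal by at least half of the control window in the single-dose screen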;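 further: plate controls were DMSO wells with enzyme plus substrate for no effect and substrate without enzyme for full effect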
Target sequence (P24666 whole entry, looked up): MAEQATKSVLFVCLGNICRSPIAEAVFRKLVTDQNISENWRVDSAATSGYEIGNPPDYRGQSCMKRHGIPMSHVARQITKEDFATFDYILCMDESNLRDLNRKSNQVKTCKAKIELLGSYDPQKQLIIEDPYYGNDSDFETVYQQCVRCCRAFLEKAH
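Test system: LMPTP-A phosphatase enzyme. Amount: LMPTP-A at 0.625 nM final in the reaction. Reagent: OMFP substrate, 400 µM final. Times: 50 min at room temperature. Signal: endpoint fluorescence intensity from OMFP dephosphorylation. Read-out basis: % inhibition. Benchmarks: no-enzyme and uninhibited controls.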
STEP inh – STEP phosphatase inhibitors, primary screen, biochemical, fluorescence intensity, uHTS | 360,000 compounds, 0.25% hits | recombinant STEP, OMFP fluorogenic substrate | inhibition, % at 20 µM | Tyrosine-protein phosphatase non-receptor type 5 (Homo sapiens), P54829 | AID 588621, 2011;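 active means inhibition at 20 µM, scaled per plate between control wells, above about 37%, limit read from the data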;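 further: 0% = DMSO with enzyme and substrate and 100% = substrate only without enzyme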
Target sequence (P54829 whole entry, looked up): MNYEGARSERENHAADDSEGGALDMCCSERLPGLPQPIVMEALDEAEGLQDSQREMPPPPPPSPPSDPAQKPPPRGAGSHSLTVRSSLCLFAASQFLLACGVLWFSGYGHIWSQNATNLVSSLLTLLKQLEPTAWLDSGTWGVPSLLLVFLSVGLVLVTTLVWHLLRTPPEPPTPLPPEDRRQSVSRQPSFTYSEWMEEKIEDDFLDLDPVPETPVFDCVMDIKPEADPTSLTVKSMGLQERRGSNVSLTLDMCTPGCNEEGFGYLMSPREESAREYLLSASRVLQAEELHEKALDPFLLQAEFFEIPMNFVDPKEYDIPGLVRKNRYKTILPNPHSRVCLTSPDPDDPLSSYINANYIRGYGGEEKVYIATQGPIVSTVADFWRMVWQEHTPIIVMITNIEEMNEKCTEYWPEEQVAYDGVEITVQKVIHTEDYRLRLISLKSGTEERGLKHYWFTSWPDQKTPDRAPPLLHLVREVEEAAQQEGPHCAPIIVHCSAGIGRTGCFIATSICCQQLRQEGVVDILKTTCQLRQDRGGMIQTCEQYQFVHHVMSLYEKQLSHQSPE
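Material: STEP (striatal-enriched tyrosine phosphatase) enzyme, cell-free | Medium: 50 mM Bis-Tris pH 6.0 with 2.5 mM DTT and 0.005% Tween 20 | Read-out: Percent inhibition scaled to no-enzyme and uninhibited-enzyme controls, plate-pattern corrected | Signal: Fluorescence read at 480 nm ex / 540 nm em | Times: 20 min reaction, room temperature, in the dark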
eLon inh – inhibitors of E. coli Lon protease, primary screen, biochemical, fluorescence polarization. purified E. coli Lon protease. 360,000 compounds, 0.42% hits. inhibition, % at 7.94 µM. AID 602123, 2011; in the data active means inhibition above about 13%, passing the limit was not always enough;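 further: 0% = enzyme with probe and DMSO and 100% = no enzyme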
Active calls of the source: *; x = no result given. Rows were taken by chance; about 4.3% have a hit in one of these screens.

Sequence of screens: MsrA inhibitor, DNMT1 inh, TbMetRS inhib, CendR NRP1 mod, SUMO1 PPI mod, MsrA act, Scp1 inh, LMPTP block, STEP inh, eLon inh
N#CCCN(C(=O)c1ccco1)c1ccccc1
  -1.3, -9, -0.3, 15, 2, -1, 6, 1.3, 0, 12
COc1ccc(C2CC(c3ccc(C)cc3)Nc3nc(N)nn32)cc1 (stereo not drawn)
  -0.5, 0, 0.0, -9, 0, 1, 3, 0.0, 0, 13
CSCCC(NC(=O)c1cccc([N+](=O)[O-])c1)C(=O)OCC(=O)N1CCCC1=O (stereo not drawn)
  0.0, 4, -0.5, -3, -24, -6, -6, -0.8, 0, -5
Cc1cn(-c2ccc(Br)cc2)[nH]c1=O
  0.9, 3, -0.3, -2, 4, -3, -3, 0.3, -4, -5
Cc1ccc(-c2nn(-c3ccccc3)cc2C=O)o1
  4.0, 1, 0.0, -6, 0, -1, -12, 0.7, 0, 2
COc1ccc(-c2csc(NC(=O)c3c(OC)cccc3OC)n2)cc1
  1.4, -4, 0.1, 10, -18, 0, -4, 1.4, 2, -14
COc1cc(OC)c(OC)cc1/C=N/NC(=O)C[n+]1ccccc1
  2.6, 6, 0.3, -9, -2, -4, -6, -1.9, 1, 7
Cc1ccc(COc2ccsc2C(=O)NN)cc1
  1.1, 0, 0.0, 0, 1, -1, -5, 0.0, 1, -4
Cc1nc2ccc(NC(=O)C3CCCCC3)cc2s1
  1.7, -2, -0.7, 1, -1, -9, -3, 0.1, -3, 0
Fc1ccc(C(c2nnnn2Cc2cccs2)N2CCN(C3CCCCC3)CC2)cc1 (stereo not drawn)
  1.8, 2, 0.4, 7, 2, -3, 3, 0.5, 0, 2
COc1ccc(-c2nc(N)n[nH]2)cc1
  -0.6, 1, -1.2, 4, 2, -6, 6, -1.5, -12, -8
O=C1Nc2ccc(S(=O)(=O)NCC3CCCO3)c3cccc1c23 (stereo not drawn)
  1.7, 0, -0.1, -2, -10, -3, -1, -2.5, 2, 7
CC(C)Cn1c(N)c(C(=O)COC(=O)c2ccc(O)cc2O)c(=O)n(C)c1=O
  -0.5, -2, -0.2, -17, 7, 0, -6, 0.6, 1, -3
CC(C)C(=O)Nc1ccc(S(=O)(=O)Nc2ccccn2)cc1
  0.7, 3, 0.2, -5, 0, -3, -6, -0.1, 1, 5
NC1(C#Cc2ccc3oc(=O)c(-n4cc(C5(O)CCCCC5)nn4)cc3c2)CCCCC1
  -0.7, 2, -0.2, -12, -27, -2, -6, -0.1, 4, -19
Cc1ccsc1C(C(=O)NC1CCCCC1)N(C(=O)Cc1cccs1)C1CC1 (stereo not drawn)
  -0.2, 2, -1.4, -7, 1, 0, -5, -0.5, 0, 2
Cc1cc(C(=O)c2ccccc2)cc(C)c1O
  -0.9, 7, 0.3, -4, -9, -4, -5, -2.1, -1, 2
O=C(C1CCN(S(=O)(=O)c2ccccc2)CC1)N1CCN(Cc2ccccc2)CC1
  1.4, -2, -0.8, 6, 7, -8, -13, -0.3, 0, 4
CCn1cc2nc(SCC(=O)Nc3ccc(OC)cc3OC)n(Cc3ccc(OC)cc3)c(=O)c2n1
  -0.5, -3, -0.3, -3, 10, -2, -1, 3.0, 0, 5
Cc1ccc(NC(=O)CN(C)S(=O)(=O)c2ccc(Br)s2)cc1F
  0.7, -4, 0.5, 7, 2, -2, -10, -0.6, -9, -12

An excerpt of these results, tab-delimited:
Structure	MsrA inhibitor	DNMT1 inh	TbMetRS inhib	CendR NRP1 mod	SUMO1 PPI mod	MsrA act	Scp1 inh	LMPTP block	STEP inh	eLon inh
Cc1ccc(COc2ccsc2C(=O)NN)cc1	1.1	0	0.0	0	1	-1	-5	0.0	1	-4
Cc1nc2ccc(NC(=O)C3CCCCC3)cc2s1	1.7	-2	-0.7	1	-1	-9	-3	0.1	-3	0
Fc1ccc(C(c2nnnn2Cc2cccs2)N2CCN(C3CCCCC3)CC2)cc1 (stereo not drawn)	1.8	2	0.4	7	2	-3	3	0.5	0	2
COc1ccc(-c2nc(N)n[nH]2)cc1	-0.6	1	-1.2	4	2	-6	6	-1.5	-12	-8
O=C1Nc2ccc(S(=O)(=O)NCC3CCCO3)c3cccc1c23 (stereo not drawn)	1.7	0	-0.1	-2	-10	-3	-1	-2.5	2	7
CC(C)Cn1c(N)c(C(=O)COC(=O)c2ccc(O)cc2O)c(=O)n(C)c1=O	-0.5	-2	-0.2	-17	7	0	-6	0.6	1	-3
CC(C)C(=O)Nc1ccc(S(=O)(=O)Nc2ccccn2)cc1	0.7	3	0.2	-5	0	-3	-6	-0.1	1	5
NC1(C#Cc2ccc3oc(=O)c(-n4cc(C5(O)CCCCC5)nn4)cc3c2)CCCCC1	-0.7	2	-0.2	-12	-27	-2	-6	-0.1	4	-19
Cc1ccsc1C(C(=O)NC1CCCCC1)N(C(=O)Cc1cccs1)C1CC1 (stereo not drawn)	-0.2	2	-1.4	-7	1	0	-5	-0.5	0	2

Next part.
Sequence of screens: MsrA inhibitor, DNMT1 inh, TbMetRS inhib, CendR NRP1 mod, SUMO1 PPI mod, MsrA act, Scp1 inh, LMPTP block, STEP inh, eLon inh
CCOC(=O)Nc1ccc2c(COC(=O)CNS(=O)(=O)c3ccc(NC(C)=O)cc3)cc(=O)oc2c1
  1.1, 2, -0.3, 5, 1, -5, 17, -0.1, 2, -2
CNC(=O)c1c(NC(=O)CS(=O)(=O)c2ccc(F)cc2)sc(C)c1C
  0.1, 0, -0.2, -11, -2, -2, -2, -0.3, -2, -15
CCN1C(=O)C2CCCCN2c2ccc(C(=O)NCCOC)cc21 (stereo not drawn)
  1.5, 1, 0.1, 13, 4, -2, 11, -1.5, 2, -10
CS(=O)(=O)c1ccc(Nc2nc(C(N)c3ccccc3Cl)cs2)cc1 (stereo not drawn)
  -0.5, -7, 0.4, 9, 2, -2, x, -0.7, -1, 0
CC[C@@]1(C(=O)OC)N[C@H](CN(C)C(=O)Nc2ccc(C(F)(F)F)cc2)[C@@H]2C(=O)N(C)C(=O)[C@@H]21
  -0.2, 3, 0.5, -13, 18, -1, 42, -1.0, -2, -3
COC(=O)c1ccc2c(=O)n(Cc3ccco3)c(SCC(=O)Nc3ccccc3Cl)nc2c1
  1.2, 31, -0.4, -2, 0, -1, 3, 2.7, -1, -3
COc1cc(C(=O)COC(=O)c2cnc(C)cn2)ccc1OC(F)F
  -0.9, -2, -0.3, 10, 0, -1, -2, 0.2, -1, 3
Cc1cc(Br)ccc1SCC(=O)OCC(=O)NCc1ccc2c(c1)OCO2
  -1.0, -6, -0.1, -1, 0, -3, -9, 1.9, -2, -4
COc1ccc(NC(=O)Cn2c(=O)n(-c3ccc(CC(=O)NCc4ccco4)cc3)c(=O)c3ccccc32)cc1
  -0.7, 6, -0.1, -19, 5, -3, -4, 4.2, 4, 7
CC(C)C[C@@H](CO)N(Cc1ccccc1)S(=O)(=O)N(Cc1ccccc1)[C@H](CO)CC(C)C
  x, -17, 0.4, -1, -3, -2, -4, 2.2, -1, -4
O=C(COc1ccc(/C=N/NC(=O)C(=O)N2CCCCC2)cc1)Nc1ccccc1Cl
  -0.6, 6, 0.0, 13, -8, -9, 2, 0.9, 0, -2
COC(=O)[C@H](CCSC)NC(=O)NCCc1ccc(F)cc1
  0.7, 0, -1.0, -4, 0, 0, 0, 0.9, 0, 7
CCc1ccc(NC(=O)c2cc(C(C)C)on2)cc1
  -0.8, 0, 0.2, -2, 1, -6, -2, -0.6, 4, 3
NC(=O)c1ccc(NC(=O)c2ccccc2S(=O)(=O)c2ccccc2[N+](=O)[O-])cc1
  0.0, -3, -0.2, -8, -20, -1, 8, -1.3, -2, 6
CCCN1CCC(=O)NC1=S
  3.6, 2, -0.1, -21, 0, 0, -5, -2.1, 1, 1
O=C(NCc1ccccc1)c1ccc(CN2CCOCC2)cc1
  0.4, -1, -0.8, 17, 1, -7, 4, -1.3, -3, 1
O=C(NNc1ccccc1)C(=O)NNS(=O)(=O)c1ccc([N+](=O)[O-])cc1
  1.3, 0, -0.4, 8, 23, -8, -3, -2.0, 1, 0
COc1ccccc1C(=O)Nc1cccc(NC(=O)c2ccccc2OC)n1
  -0.7, 2, 0.3, 4, -19, -1, 7, 2.1, 0, 4
CCn1nnnc1SCC(=O)c1ccc2c(c1)OCCO2
  0.6, -2, 0.4, 13, 5, 0, -15, -1.9, 2, 1
COc1ccc(/C(N)=N/OC(=O)C2CCCCC2)cc1OC
  -0.1, 1, -0.5, 1, 4, -5, 4, 0.1, -3, 1

The listing continues:
Sequence of screens: MsrA inhibitor, DNMT1 inh, TbMetRS inhib, CendR NRP1 mod, SUMO1 PPI mod, MsrA act, Scp1 inh, LMPTP block, STEP inh, eLon inh
O=C(N/N=C\c1ccc2c(c1)OCO2)c1ccco1
  2.9, -4, -2.8, 2, -12, -2, -7, 0.9, 2, -20
CC(C)(CNC(=O)CCNC(=O)c1ccc(Br)cc1)N1CCOCC1
  0.3, 2, -0.3, 22, 3, -2, -2, -0.5, 0, -6
CC1CC(=O)Nc2ccccc2N1C(=O)CN1CCN(c2ccccc2)CC1 (stereo not drawn)
  -0.6, -3, -0.2, -9, 3, 7, -7, -0.5, -3, 4
Cn1c(=O)n(C)c2cc([N+](=O)[O-])c(N3CCN(C(=O)c4ccc(F)cc4)CC3)cc21
  0.1, 3, -0.6, 21, -22, -2, -3, -1.0, 5, -4
CSCCC(NS(=O)(=O)c1ccc2c(c1)OCCO2)C(=O)NCCc1ccccn1 (stereo not drawn)
  -0.5, 2, -0.5, 1, 0, -3, -3, -1.6, -6, -6
COC(=O)C(Cc1ccccc1)NC(=O)C12CC3CC(CC(C3)C1)C2 (stereo not drawn)
  0.5, 1, -2.0, 6, -5, -14, 6, -1.3, 0, -4
Cc1ccc(-n2c(=O)c3c4c(sc3n3c(C)nnc23)COC(C(C)C)C4)cc1 (stereo not drawn)
  0.0, 0, 0.8, -12, 2, 0, -3, -0.9, -1, -7
